# Screening data as filed in PubChem.
# TNAP activation fold = stimulation of alkaline phosphatase TNAP activity – biochemical, luminescent, no phosphate acceptor, uHTS, primary screen (AID 1001); purified TNAP, luminescent activation assay, no phosphate acceptor; higher activation fold means a stronger effect; one-dose activation fold at 20 µM; EC50 in µM for titrated hits; 0.03% of 200,000 active; in the data active = activation fold from about 3, or a potency from the dose series; inactive = the rest, 99 in 100 with activation fold below about 1.6; note: many of its hits are not listed in these tables
# XIAP antagonists = small molecules displacing peptide from XIAP – biochemical, IAP family, fluorescence polarization (AID 1018) | displacement, % at 20 µM, or IC50 in µM where a hit was titrated | 0.007% of 200,000 active | XIAP BIR domain, fluorescence polarization peptide displacement; higher % means a stronger effect; in the data active = displacement above about 50%; note: a part of the inactive calls stands beside numbers as strong as those of hits
# KOR beta-arrestin-1 = KOR antagonists, beta-arrestin recruitment, cell-based, luminescence, uHTS (AID 1778); 0.091% of 290,000 active; KOR beta-arrestin recruitment, luminescence, antagonist mode; higher % means a stronger effect; inhibition, % at 10 µM; hits with a dose series show IC50 in µM; note: strong numbers were not always called active
# KOR beta-arrestin-2 = KOR agonists, beta-arrestin recruitment, primary screen, cell-based, luminescence, uHTS (AID 1777). KOR beta-arrestin recruitment, luminescence; higher % means a stronger effect. activation, % at 10 µM, or EC50 in µM where a hit was titrated. 0.02% of 280,000 active; in the data active = activation above about 50%, passing the limit was not always enough; note: a part of the inactive calls stands beside numbers as strong as those of hits
# LYP inhibition = PTPN22 lymphoid phosphatase activity blockers – biochemical, fluorescence intensity, uHTS (AID 1779); inhibition, % at 11.5 µM; hits with a dose series show IC50 in µM; 0.054% of 290,000 active; recombinant LYP phosphatase, fluorescence intensity; higher % means a stronger effect;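 note: plate controls were vehicle with enzyme for no effect and no enzyme for full effect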
# human PMI inhibitors = human PMI inhibitors, high substrate, primary screen, biochemical, fluorescence intensity, high mannose 6-phosphate (AID 1220) | recombinant PMI enzyme, coupled fluorescence intensity; higher % means a stronger effect | inhibition, % at 20 µM; hits with a dose series show IC50 in µM | 0.66% of 190,000 active
# human PMI inhibition = inhibitors of human PMI, primary screen, biochemical, fluorescence intensity, coupled assay (AID 1209); purified PMI enzyme, coupled fluorescence intensity; higher % means a stronger effect; inhibition, % at 20 µM, or IC50 in µM where a hit was titrated; 0.42% of 190,000 active;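 note: plate controls were DMSO vehicle for no effect and wells lacking substrate for full effect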
# NOD1 inhibition = inhibition of NOD1-driven NF-kB reporter – cell-based, luminescence, uHTS, primary screen (AID 1578) | NOD1-driven NF-kB luciferase reporter cells, luminescence; higher % means a stronger effect | inhibition, % at 4 µM; hits with a dose series show EC50 in µM | 1% of 290,000 active; in the data active = inhibition mostly above about 36%, no sharp cut-off; inactive = mostly below about 34%;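 note: HEK-293T reporter cells stimulated with the NOD1 agonist gamma-tri-DAP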
# NOD2 inhibition = NOD2 signaling inhibitors, cell-based, luminescence, uHTS, HEK293 (AID 1566); HEK293 NOD2/NF-kB luciferase reporter, luminescence; higher % means a stronger effect; inhibition, % at 4 µM, or EC50 in µM where a hit was titrated; 0.63% of 290,000 active; note: many of its hits are not listed in these tables
# Starred values were filed as active, the others as inactive; · = no result given; [ ] = another dose, or the depositor's remark. Cut-off read from the data, not from the text of the source, unless noted: active = inhibition above about 50%; inactive = the rest.
SMILES,TNAP activation fold,XIAP antagonists,KOR beta-arrestin-1,KOR beta-arrestin-2,LYP inhibition,human PMI inhibitors,human PMI inhibition,NOD1 inhibition,NOD2 inhibition
CC(C)NC(=O)C1CCN(S(=O)(=O)c2ccc(N3CCCC3=O)cc2)CC1,·,·,-22%,-2.9%,-10%,·,·,-28%,-6%
COc1cccc(-n2nnc3c(=O)n(Cc4ccc(Cl)cc4)cnc32)c1,1,-2.0%,10%,-1.6%,-1%,3%,4%,-50%,-25%
Cc1cc(C(F)(F)F)n2nc(-c3cnn(C)c3C(F)(F)F)cc2n1,1.1,-3.9%,1%,5.6%,-7%,5%,8%,8%,12%
O=C(Cn1nc(C(=O)O)c2ccccc2c1=O)Nc1ccc(F)cc1F,·,·,-46%,4.6%,-7%,·,·,-30%,-16%
COc1ccc(-c2ccnc3nc(/N=C/N(C)C)nn23)cc1,1.2,-3.0%,-9%,-7.1%,-21%,-2%,-4%,-25%,7%
Cc1ccc([N+](=O)[O-])cc1NC(=O)C[n+]1ccccc1,1.1,17%,-18%[20 µM],·,-3%,22%,0%,-23%,10%
N#Cc1c(-c2ccccc2)cc(C2CC2)nc1N,1.1,-4.6%,-5%,2.9%,-14%,0%,3%,26%,9%
Cc1ccc(OCC(=O)NCc2ccccc2)c([N+](=O)[O-])n1,1.2,-1.5%,-6%,-4.0%,-1%,19%,20%,-18%,6%
Nc1nc(SCC(=O)N2CCCC2)[nH]c(=O)c1-c1ccccc1,1.1,2.1%,1%,-0.2%,-1%,0%,1%,-13%,-1%
Cc1ccc(-n2nc3c(c2NC(=O)c2ccc(S(=O)(=O)N4CCOCC4)cc2)CSC3)c(C)c1,1.1,-9.3%,4%,-2.2%,-2%,9%,13%,·,15%
CCN(C(=O)Cc1c(C(=O)O)n(CC)c2ccccc12)c1cccc(C(F)(F)F)c1,·,·,3%,-0.6%,-4%,·,·,-16%,-4%
CCCOc1ccc(C(C)(O)CN2CCOCC2)cc1 (stereo not given),1.1,-8.8%,14%,4.1%,-5%,3%,12%,-15%,-1%
Cc1nc2scc(C)n2c(=O)c1S(=O)(=O)NCCc1ccc(Cl)cc1,·,·,-30%,-1.1%,-7%,·,·,-30%,2%
Cc1ccc2cc(CN(CC(C)C)S(=O)(=O)c3ccccc3)c(=O)[nH]c2c1,·,·,-14%,5.4%,-1%,·,·,-13%,18%
Cc1cc(OCC(=O)Nc2ccc(N3CCN(C)CC3)cc2)ccc1Cl,·,·,-14%,-0.9%,-9%,·,·,-36%,-3%
O=C(N/N=C/c1cc(Cl)ccc1O)c1ccccc1Br,1.2,1.3%,10%,6.5%,-4%,-21%,6%,-7%,-12%
CC1(C)CC(CCNC(=O)c2ccco2)CC(C)(C)N1,1.1,5.7%,-25%,-2.9%,4%,10%,13%,9%,-10%
CC1(C)CC(=O)C=C(N2CCCC2)C1,1,-6.2%,4%,-2.7%,-3%,10%,11%,-5%,21%
COc1ccc(CCNC(=O)CCCc2nnc3n(C)c(=O)c4sccc4n23)cc1OC,·,·,3%,-0.3%,-7%,·,·,-19%,-14%
CCOC(=O)Cn1cnc2c(C#N)c3n(c2c1=O)CCCCC3,1.1,-3.5%,9%,-0.8%,-8%,0%,0%,13%,13%
O=C(CCSCCc1ccccn1)Nc1c(F)c(F)c(F)c(F)c1F,1.1,-17%,22%,7.2%,-4%,3%,4%,-19%,4%
Cc1cc(C)c(NC(=O)COc2nncc3ccccc23)c(C)c1,1.1,-1.1%,-20%,2.9%,-8%,-3%,2%,-19%,-4%
CCC1(c2ccccc2)NC(=O)N(CC(=O)NCc2ccc(OC)cc2)C1=O (stereo not given),·,·,-16%,-4.3%,-8%,·,·,12%,10%
COC(=O)C(CC(=O)c1cccc(OC)c1)c1ccc(F)cc1 (stereo not given),1.2,-6.4%,5%,-5.9%,-8%,15%,9%,1%,7%
CCOC(=O)C1(CCOc2ccccc2)CCN(Cc2ccc(CO)o2)CC1,1.1,-1.4%,-2%,-2.4%,-4%,5%,4%,0%,10%
COc1ccccc1/C=N/Nc1nncc2ccccc12,1,-3.0%,6%,-5.0%,-4%,-2%,3%,-12%,-43%
Cc1cc(C(=O)N/N=C/c2cc(Br)ccc2OC(=O)c2ccc(Br)cc2)n[nH]1,1.2,-1.6%,-2%,1.7%,30%,-8%,-7%,1%,17%
NC(=O)N/N=C/c1c(O)ccc2oc3c(c12)CCCC3,·,·,-40%,9.3%,-2%,·,·,-16%,-74%
CCOC(=O)C1CCN(S(=O)(=O)C(F)(F)c2nc3ccccc3s2)CC1,1,-2.5%,26%,0.4%,-8%,1%,-1%,-56%,-11%
CC1c2ccccc2SC(CCCN(C)C)c2ccccc21 (stereo not given),1,-12%,-41%,3.8%,-12%,-11%,0%,60%*,13%
Cc1ccc(SCC(=O)OCC(=O)NC2(C#N)CCCCC2)cc1,·,·,-10%,4.6%,1%,·,·,-31%,-17%
COC(=O)c1ccc(CN2CCN(Cc3ccc(C(=O)OC)o3)CC2)o1,1.2,-5.0%,·,-6.0%,-6%,-4%,-5%,10%,10%
N#CCCN1CCN(S(=O)(=O)c2cc(Cl)ccc2Cl)CC1,1.2,-5.2%,3%,0.9%,-2%,-2%,-5%,-26%,5%
COc1cc2c(cc1NC(=O)Nc1ccc(F)cc1)oc1ccccc12,1.1,-1.0%,29%,5.6%,-3%,-2%,7%,-32%,-1%
CC(c1ccon1)N(C)C(=O)CCc1nnc(CCCCc2ccccc2)o1 (stereo not given),1.1,-4.6%,-39%,0.8%,-3%,-5%,0%,-21%,6%
Cc1ccc(C(C)C)c(OCCNCCc2ccccc2)c1,·,·,-75%[20 µM],4.2%,-5%,·,·,47%,-19%
O=C(CSc1nc2ccccc2s1)N/N=C/c1cc([N+](=O)[O-])ccc1O,·,·,6%,-0.4%,-4%,·,·,-4%,15%
CN(C)S(=O)(=O)c1cccc(NC(=O)COC(=O)c2cc(=O)[nH]c(=O)[nH]2)c1,1,-5.3%,-34%[20 µM],-4.6%,-6%,8%,8%,-31%,-6%
O=C(Cc1sc(Nc2ccccc2)nc1-c1ccccc1)NCc1ccccn1,1.1,-1.1%,3%,-2.1%,5%,21%,12%,-56%,-71%
Cc1cccc(-c2nsc(SCC(=O)NCc3ccc4c(c3)OCO4)n2)c1,1.3,-2.4%,4%,-1.9%,2%,2%,9%,-30%,-24%

# Reformatted: entries from further up.
TNAP activation fold | XIAP antagonists | KOR beta-arrestin-1 | KOR beta-arrestin-2 | LYP inhibition | human PMI inhibitors | human PMI inhibition | NOD1 inhibition | NOD2 inhibition | Compound
· | · | -75%[20 µM] | 4.2% | -5% | · | · | 47% | -19% | Cc1ccc(C(C)C)c(OCCNCCc2ccccc2)c1
· | · | 6% | -0.4% | -4% | · | · | -4% | 15% | O=C(CSc1nc2ccccc2s1)N/N=C/c1cc([N+](=O)[O-])ccc1O
1 | -5.3% | -34%[20 µM] | -4.6% | -6% | 8% | 8% | -31% | -6% | CN(C)S(=O)(=O)c1cccc(NC(=O)COC(=O)c2cc(=O)[nH]c(=O)[nH]2)c1
1.1 | -1.1% | 3% | -2.1% | 5% | 21% | 12% | -56% | -71% | O=C(Cc1sc(Nc2ccccc2)nc1-c1ccccc1)NCc1ccccn1

# The results go on.
SMILES,TNAP activation fold,XIAP antagonists,KOR beta-arrestin-1,KOR beta-arrestin-2,LYP inhibition,human PMI inhibitors,human PMI inhibition,NOD1 inhibition,NOD2 inhibition
CCN(CC)CCN(C(=O)c1ccccc1OC)c1nc2ccc(F)cc2s1,1.1,-3.8%,-4%,-4.2%,-5%,-17%,-18%,-32%,3%
COc1ccc(-c2csc(NC(=O)c3ccccc3OC)c2C(=O)O)cc1OC,·,·,4%[20 µM],-4.7%,-3%,·,·,11%,4%
NCCCCCC(=O)N/N=C/c1coc2ccccc2c1=O,·,·,16%,0.7%,-7%,·,·,0%,10%
CCOC(=O)N1CCN(S(=O)(=O)N2CCCC(C(=O)NCCc3ccc(C)cc3)C2)CC1 (stereo not given),·,·,-7%,0.9%,-8%,·,·,-15%,11%
Cc1ccc(-c2csc(-c3ccncc3)n2)cc1,1.1,-4.1%,-4%[20 µM],-12%,0%,-6%,2%,-48%,-77%
O=C(Oc1ccc(/C=N/O)cc1)c1ccccc1Cl,1.1,-5.6%,-4%,-4.7%,0%,12%,6%,-21%,-61%
O=[N+]([O-])c1ccc(/C([O-])=C(/C(=S)NCc2ccco2)[n+]2ccccc2)cc1,1.1,6.7%,3%,-2.1%,-5%,41%,4%,-24%,13%
COc1ccc(OC)c(NC(=O)C(C)N2c3cccc4cccc(c34)S2(=O)=O)c1 (stereo not given),·,·,-19%,6.5%,-4%,·,·,-23%,-7%
CCN(C1CCCCC1)S(=O)(=O)c1ccc(C(=O)O)cc1,1.1,-2.1%,12%,-2.7%,-1%,-5%,7%,5%,8%
COC(=O)c1ccc(N2CCN(C)CC2)c(NC(=O)COc2ccccc2Cl)c1,·,·,-3%,2.7%,-4%,·,·,34%,-11%
O=C(NCCCc1ccccc1)C(=O)NCC1OCCN1S(=O)(=O)c1ccccc1 (stereo not given),·,·,-18%,-3.2%,-10%,·,·,2%,17%
CCOc1ccc(NS(=O)(=O)c2cc3c(cc2C)N(C)CCO3)cc1,·,·,-5%[20 µM],-2.1%,-7%,·,·,0%,6%
CCOc1ccc(-c2nnn(CC(=O)c3cc(OC)ccc3OC)n2)cc1,1.1,-2.2%,22%,2.0%,-2%,10%,1%,-2%,8%
O=C(CNc1n[nH]c(=O)[nH]c1=O)N/N=C/c1ccccc1,·,·,4%,5.8%,-10%,·,·,0%,9%
Nc1cc(N)nc(SCc2cccc(F)c2)n1,·,·,-15%,2.1%,2%,·,·,-13%,-35%
CN(c1ccc(OCC(=O)N2CCN(c3ccc(F)cc3)CC2)cc1)S(=O)(=O)c1cccs1,1.2,-15%,-27%,1.3%,-1%,0%,-10%,-5%,-3%
CC1(C)C2CC=C(/C=N/NC(=O)C(N)=O)C1C2 (stereo not given),·,·,-4%,1.4%,-5%,·,·,3%,5%
Cc1cccc(-c2nnc(SCC(=O)C(C)(C)C)n2C)c1,·,·,3%,-4.6%,-9%,·,·,1%,-20%
CC(C)(C)NC(=O)NC(=O)COC(=O)CNS(=O)(=O)/C=C/c1ccccc1,1.2,-5.0%,4%,-3.8%,-1%,2%,0%,-36%,10%
COc1ccc(-c2csc(/C(C#N)=C\c3ccc(OC)c([N+](=O)[O-])c3)n2)cc1,0.9,-4.8%,7%,0.3%,3%,3%,1%,-20%,26%
CCOC(=O)c1cccc(NC(=O)CSc2nnc(C)n2Cc2ccccc2)c1,1,-5.5%,7%,-0.8%,-6%,9%,16%,-79%,-45%
CCC1CCCCN1S(=O)(=O)c1ccc(NC(=O)c2nc(S(C)(=O)=O)ncc2Cl)cc1 (stereo not given),·,·,37%,-6.3%,-1%,·,·,-25%,3%
O=C(COc1ccc(Br)cc1Cl)NC(=S)Nc1ccccn1,·,·,-7%,5.3%,-7%,·,·,-65%,-75%
CCn1cc(C(=O)NC2CCCc3c2cnn3-c2cccc(C)c2C)cn1 (stereo not given),·,·,-21%,5.1%,-15%,·,·,38%,42%
[O-]/[N+](=C\c1ccco1)c1ccc(Cl)cc1,·,·,-31%,-3.0%,-2%,·,·,-37%,-8%
Cc1ccc(C(=O)Nc2ccncc2)c(Cl)c1,·,·,-40%[20 µM],-3.0%,-11%,·,·,-5%,15%
CCOc1ccc(/C=C2\SC(=S)N(C(C(=O)O)c3ccccc3)C2=O)cc1OC (stereo not given),·,·,10%,-3.3%,-3%,·,·,-1%,19%
O=C1C2C3C=CC(C2C(=O)N1c1cccc(O)c1)C1C2C(=O)N(c4cccc(O)c4)C(=O)C2C31 (stereo not given),1,-12%,-38%,3.0%,0%,12%,-5%,9%,9%

# Only part of the results is shown; rates above refer to the full screens.
